High-throughput results (PubChem)
Growth percent in the NCI-60 one-dose screen (48 h, 10 µM unless noted): 100 = growth as untreated, 0 = no growth, -100 = all killed.
M14 – M14 melanoma; actives 6.2% (n = 80,000); AID 1794745
SK-MEL-28 – SK-MEL-28 melanoma | AID 1794761 | actives 4.1% (n = 81,000)
A549/ATCC – A549/ATCC NSCLC. AID 1794740. actives 3.7% (n = 81,000)
UACC-62 – UACC-62 melanoma; actives 5.4% (n = 81,000)
SK-MEL-2 – SK-MEL-2 melanoma | actives 4.7% (n = 77,000) | AID 1794763
SK-MEL-5 – SK-MEL-5 melanoma | actives 6.4% (n = 80,000)
MDA-MB-435 – MDA-MB-435 melanoma; actives 7.8% (n = 82,000)
UACC-257 – UACC-257 melanoma. actives 4.4% (n = 78,000). AID 1794764
* = called active by the depositor; nt = not tested or not shown; & = joins results of further samples; [ ] = dose if it differs, or a comment. The calls were made as follows: active = growth percent below 10; inactive = the rest.

canonical_smiles	SK-MEL-5	A549/ATCC	SK-MEL-28	SK-MEL-2	MDA-MB-435	UACC-257	UACC-62	M14
Oc1cccc2ccc(-c3nnc(SCc4ccc(O)c5ncccc45)n3-c3ccccc3)nc12	-31*	15	22	26	17	-2.8*	-4.1*	nt
CC(C)c1cccc(C#N)c1	92	94	105	120	101	93	102	95
CNC(c1ccccc1)c1ccccc1	102	108	101	104	99	119	100	94
CCC1(C)c2cc(C)c(C(C)=O)cc2C(C)(C)C1C (stereo not given)	104	90	113	104	107	99	103	101
Cc1cccc(-[n+]2noc(N)n2)c1	97	102	113	145	84	95	41	88
CC(C)CCc1ccccc1O	105&104	105&98	113&106	86&110	107&102	103&111	106&97	105&100
CCN(CC)CCN1C(=O)c2cccc3c(/C=C/CN4C(=O)c5cccc6cccc(c56)C4=O)ccc(c23)C1=O	94	99	109	108	103	109	100	105
O=P(O)(O)c1cc(-c2ccccc2)oc1-c1ccccc1	99	100	109	117	108	86	95	99
Nc1cc(C(F)(F)F)ccc1-n1cnc2ccccc21	93	93	107	nt	110	91	99	107
NC1=CNNc2c3ncnc-3ncn21	102	102	111	105	104	105	101	102
C/C(=N\NC(=O)c1sc(=S)n(C)c1N)c1cc2ccccc2o1	43	45	72	74	41	57	71	41
CCCCCCCCCCCCCCCCNC(=O)OCC	109	101	106	116	109	98	97	99
CCOC(=O)C1O[N+]([O-])=C(c2ccc(OC)cc2)C1c1cc(OC)c(OC)c(OC)c1 (stereo not given)	nt	105	109	107	103	97	99	105
Cn1c(=O)c2[nH]c(Cl)nc2n(C)c1=O	113	102	106	nt	116	108	107	106
Clc1ccccc1C=Nc1ccc2c(c1)Cc1ccccc1-2	100	101	111	104	105	109	99	104
C#CCN1C(=O)c2ccccc2N(CC#C)C12CCN(Cc1cn(Cc3nc4ccccc4c(=O)[nH]3)nn1)CC2	101	109	106	99	97	117	99	97
CCOC(=O)CCc1ccc(C(C)=O)cc1	102	92	113	110	103	97	99	102
CC(C)(C)c1cc(C(=O)Nc2ccc(C(=O)NCCN)cc2)cc(C(C)(C)C)c1	24	39	-64*	60	-50*	69	-72*	-71*
Cc1nc2scc(-c3ccccc3)n2c(=O)c1CCNc1ccc(S(=O)(=O)N=C(N)N)cc1	91	99	103	93	102	99	90	98
N#Cc1ccc(S(N)(=O)=O)cc1	103	106	107	98	116	nt	99	100
N#CC1C(C#N)C(C(=O)c2ccc(Br)cc2)N2c3ccccc3C=CC12 (stereo not given)	61	66	96	104	16	99	63	75
C[C@@H]1C(=O)[C@]23C[C@H]1CC[C@@]21C(=O)OC[C@]12C(=O)C=CC(C)(C)[C@H]2O3	nt	86	104	97	102	86	95	103
COc1ccc(C=O)c(OC)c1	104	98	102	97	106	nt	105	97
CC1(O)CC(CSC#N)OC(c2ccc(F)cc2)C1 (stereo not given)	100	96	100	93	88	90	82	101
Nc1nc2c(nc(NCCCN3CCOCC3)n2[C@H]2O[C@@H](CO)[C@H](O)[C@@H]2O)c(=O)[nH]1	103	90	113	101	102	96	97	96

(more compounds)
canonical_smiles	SK-MEL-5	A549/ATCC	SK-MEL-28	SK-MEL-2	MDA-MB-435	UACC-257	UACC-62	M14
CNS(=O)(=O)c1ccc(Cl)c(Cl)c1	97	104	119	nt	99	124	87	98
COc1cc(C(=O)Cn2cc(CNC(=O)c3ccc4ccc5ccc(C(=O)NCc6cn(CC(=O)c7cc(OC)c(OC)c(OC)c7)nn6)nc5c4n3)nn2)cc(OC)c1OC	98	105	109	99	103	107	103	105
CCN1CCN(C(=S)SCC(=O)Nc2nc3ccc(OC)cc3s2)CC1	95	100	106	nt	107	117	nt	112
CC/C(=C/c1ccc(OC)cc1O)c1ccc2ccc(OC)cc2[o+]1	96	103	97	108	84	110	73	97
CCOC(=O)CC1CSC(Nc2c(C)cc(C)cc2C)=N1 (stereo not given)	100	87	108	109	110	89	96	106
COC(Cc1ccccc1)OC	99	99	116	105	88	98	86	100
NS(=O)(=O)c1ccc(N=Nc2ccc(=O)[nH]c2O)cc1	106	92	134	113	109	93	105	121
CC(O)C(=O)NC1CCCCC1 (stereo not given)	103	107	105	116	104	111	109	100
O=C(CCCl)OCc1ccccc1	98	111	112	108	106	109	107	101
COc1cc2nc(Cl)nc(Nc3cccc(C4=Nc5c(N)nc(N)nc5NC(c5ccc6c(c5)OCO6)C4)c3)c2cc1OC (stereo not given)	72	86	106	85	89	105	95	90
COc1ccc(/C=C/C(=O)c2ccc(-c3cc4ccccc4oc3=O)nc2C)cc1OC	102	96	98	148	101	105	96	111
CC1(C)CN(Cc2ccccc2)CCN1Cc1ccccc1	98	90	111	103	104	89	98	107
CCSc1nc(NC)c2ccc(-c3ccc(F)c(F)c3)cc2n1	85	71	81	90	83	93	74	55
Cc1ccc(CC(=O)c2ccccc2)cc1	100	100	108	nt	101	116	84	108
COc1ccc(-c2cncn2-c2ccc(-c3nc4ccc(F)cc4s3)cc2)cc1OC	21	63	84	73	80	58	66	104
Cc1cc(Cl)ccc1N=Cc1ccc(OCc2ccccc2)cc1	89	88	102	nt	96	105	87	95
NS(=O)(=O)c1ccc(NC(=S)/N=C/c2c(O)c3ccccc3[nH]c2=O)cc1	102	108	102	101	106	109	101	95
CCOC(=O)c1cc(C(=O)c2cc(OC)c(OC)c(OC)c2)n2ncccc12	26	24	68	58	-57*	52	29	3.9*
CCCCNC(=O)n1ncc2ccc([N+](=O)[O-])cc21	87	99	108	104	114	105	93	101
COc1cc(-c2nc(SCCC(C)C)nc(Nc3ccccc3)c2C#N)cc(OC)c1OC	97	92	103	103	93	107	72	100
CC(=O)N1N=C(c2ccc3c(c2)OCO3)CC1c1cccc(Nc2ccnc3cc(C(F)(F)F)ccc23)c1 (stereo not given)	80	78	98	95	89	101	86	90
Cc1ccccc1/C=C/C(=O)c1cccc(OCCCOc2cccc(C(=O)/C=C/c3ccccc3C)c2)c1	99[3 µM]	86[3 µM]	112[3 µM]	102[3 µM]	98[3 µM]	103[3 µM]	80[3 µM]	103[3 µM]
O=C(c1ccc(N2CCOCC2)cc1[N+](=O)[O-])N1CCOCC1	136	nt	97	18	-32*	44	97	107
Cc1nc(-c2ccccc2Cl)nc2sc(C(=O)Nc3ccc(Cl)cc3)c(N)c12	87	80	95	70	79	83	91	86
CC(=O)Nc1sc2c(c1C(N)=O)CCC(=O)C2	101	93	107	97	99	98	99	99

Gathered by group, those above containing a thiophene ring, fused or not
canonical_smiles	SK-MEL-5	A549/ATCC	SK-MEL-28	SK-MEL-2	MDA-MB-435	UACC-257	UACC-62	M14
Cc1nc(-c2ccccc2Cl)nc2sc(C(=O)Nc3ccc(Cl)cc3)c(N)c12	87	80	95	70	79	83	91	86
CC(=O)Nc1sc2c(c1C(N)=O)CCC(=O)C2	101	93	107	97	99	98	99	99

Following part
canonical_smiles	SK-MEL-5	A549/ATCC	SK-MEL-28	SK-MEL-2	MDA-MB-435	UACC-257	UACC-62	M14
COc1ccc(C2CC(c3cc4ccccc4oc3=O)=NN2c2ccc(S(=O)(=O)NC(=O)NCc3ccccc3)cc2)cc1OC (stereo not given)	63	61	57	nt	65	65	38	55
Fc1ccccc1CNc1ccc(N2CCOCC2)cc1	98	102	104	97	104	97	94	98
CCCCN(CCCC)CCC(O)c1ccc2ccccc2c1 (stereo not given)	89	98	100	104	98	105	94	85
C=C(C)[C@@H]1CC[C@]2(CO)CC[C@]3(C)[C@H](CC[C@@H]4[C@@]5(C)C=C(C#N)C(=O)C(C)(C)[C@@H]5CC[C@]43C)[C@@H]12	12	13	21	30	18	4.1*	-33*	16
O=C(CNc1nc(-c2cccc([N+](=O)[O-])c2)cs1)Nc1ccccc1Cl	95	94	101	103	108	105	87	nt
O=C(O)c1ccc(-c2nn(-c3ccc(C(=O)O)cc3)cc2/C=N/NC(=O)c2cccnc2)cc1	103	102	107	103	102	96	96	88
CC(=O)NNC(=S)/N=C/c1c(O)cc(C)oc1=O	117	107	112	120	101	104	107	96
O=C(/C=C/c1cccc(Cl)c1)OCc1ccc2cc1OCC#C/C=C\C#CCO2	106	90	nt	113	106	89	89	103
CC(=O)OC[C@]12CC[C@@H]([C@@H](C)C(=O)O)[C@@H]1[C@H]1CC[C@@H]3[C@@]4(C)CCCNC(C)(C)[C@@H]4CC[C@@]3(C)[C@]1(C)CC2	95	86	99	91	102	89	91	100
Cc1ccc(N2C3c4ccccc4N(S(=O)(=O)c4ccc(C)cc4)C2c2ccccc2N3S(=O)(=O)c2ccc(C)cc2)cc1	103	97	99	111	100	102	100	110
O=C(/C=C/c1ccccc1F)c1c(O)c2ccccc2oc1=O	93	108	102	109	94	92	77	88
Cc1nn(-c2ccc(C#N)cc2)c2nc3c(nc12)c(=O)oc1ccccc13	100	104	113	110	106	98	101	95
Nc1cc2c(cc1Br)[nH]c(=O)c1ccccc12	0.1*	29	78	40	-43*	46	73	22
COc1cc(NC(C)CCCN)c2ncccc2c1Oc1ccc(Cl)cc1 (stereo not given)	81	88	109	102	91	89	91	74
O=C(NO)Nc1ccccc1C(=O)O	103	101	110	107	94	104	100	104
C=CCC(OC(C)=O)c1cccc(OC)c1OC (stereo not given)	103	101	108	nt	106	99	103	103
Cc1ccc(OCc2ccc(Cl)cc2)cc1	104	102	110	97	104	119	107	119
Cc1nc(N2N=C(c3ccc(Cl)cc3)CC2c2cccnc2)sc1/C=C/c1ccc(Cl)cc1 (stereo not given)	101	95	115	96	103	107	100	97
CC(C)S(=O)(=O)c1ccccc1NC(=O)c1cc(-c2ccc(F)cc2F)ccc1O	99	99	100	102	99	106	89	nt
O=C(O)/C=C/c1cccc(O)c1	106&99	98&96	96&101	101&97	101&104	112&96	97&100	99&97
CCOc1cc(NC(=O)c2ccccc2)c(OCC)cc1N	107	115	118	112	107	118	106	116
O=C(/C=C/c1ccccc1[N+](=O)[O-])c1cc2ccccc2oc1=O	nt	97	114	96	108	101	101	106
Fc1ccc2nc(-c3nc(-c4ccccc4)n4ccccc34)[nH]c2c1	4.0*	-23*	-9.2*	-30*	-19*	-17*	4.0*	28
CC(=O)N1N=C(c2ccc(Br)cc2)CC1c1ccc(Oc2ccc(Br)cc2)cc1 (stereo not given)	84	72	99	90	93	86	59	82
NC(=O)c1cc(Br)ccc1O	114	94	118	116	104	85	108	98

Going on with the list:
canonical_smiles	SK-MEL-5	A549/ATCC	SK-MEL-28	SK-MEL-2	MDA-MB-435	UACC-257	UACC-62	M14
N#Cc1c(-c2ccc(F)cc2)nc(NCCO)[nH]c1=O	105	100	104	94	107	103	102	100
CCCCC/C=N/Nc1ccc([N+](=O)[O-])cc1[N+](=O)[O-]	100	73	113	100	89	95	nt	81
Cn1cc(-c2cc(N)n3nc(-c4cn(C)c5ccccc45)cc3n2)c2cc(F)ccc21	-88*	-24*	-80*	-93*	-81*	-86*	-68*	-84*
CC(C)(C)C(=O)/C=C/c1cccc(Oc2ccccc2)c1	85	78	100	95	96	87	80	96
CC(C)Oc1ccc(Nc2ccccc2)cc1	125&94	100&93	108&112	111&124	103&103	107&106	97	108&99
CSc1nc2c(c(=O)[nH]1)C(c1ccc(Cl)cc1)C1=C(N2)/C(=C/c2ccc(Cl)cc2)CC1 (stereo not given)	90	85	105	99	89	69	102	91
CC(=O)Nc1ccc2c(c1)C(C)c1ccccc1-2 (stereo not given)	103	89	110	116	93	99	106	125
CCCCC(O)Cn1ncc(C(=O)N/N=C\c2ccc(OC)c(OC3CCCC3)c2)c1N (stereo not given)	48	104	108	115	109	107	81	116
COc1ccc(-c2nn(-c3cccc(Cl)c3)cc2-c2cc(-c3cccs3)no2)cc1	65	37	71	70	48	81	56	25
CCC(=N\O)/C(C)=N/O	99	68	107	100	105	77	nt	93
COc1ccc(CNc2nc3cc(C(F)(F)F)cnc3nc2C(=O)O)cc1	100	108	106	106	104	105	90	101
Cc1ccc(/C(CS(=O)(=O)c2ccc(C)cc2)=N\O)cc1	99	95	103	104	89	97	87	116
CC(C)CC(=O)Cc1ccccc1	102	95	116	96	109	98	96	99
CCOC(=O)c1cnn2c(-c3ccccc3)nc(NCc3ccccc3)nc12	92	82	113	95	98	86	85	109
OC(COc1cccc2ccccc12)CN1CCN(c2ccccc2Cl)CC1 (stereo not given)	91	97	112	45	100	-1.9*	94	85
O=C(O)CNC(=O)c1cn(-c2ccccc2)nc1-c1ccc(Cl)s1	119	105	nt	92	93	nt	101	95
CCCCOC(=O)C1C2CCC(O2)C1C(=O)OCC (stereo not given)	109	100	109	130	91	108	107	102
C(=Nc1cnc2ccccc2c1)c1ccnc2ccccc12	98	105	121	80	98	100	97	93
COC(=O)/C(=C\c1ccc([N+](=O)[O-])cc1)NC(=O)c1ccccc1	103	106	113	97	121	99	94	102

Entries of single compounds from above. Values in the order: SK-MEL-5	A549/ATCC	SK-MEL-28	SK-MEL-2	MDA-MB-435	UACC-257	UACC-62	M14
Record of `COc1cc(NC(C)CCCN)c2ncccc2c1Oc1ccc(Cl)cc1` (stereo not given) = 81	88	109	102	91	89	91	74
Record of `COc1ccc(-c2nn(-c3cccc(Cl)c3)cc2-c2cc(-c3cccs3)no2)cc1` = 65	37	71	70	48	81	56	25
Record of `CCOC(=O)CC1CSC(Nc2c(C)cc(C)cc2C)=N1` (stereo not given) = 100	87	108	109	110	89	96	106
Record of `Nc1cc(C(F)(F)F)ccc1-n1cnc2ccccc21` = 93	93	107	nt	110	91	99	107
Record of `O=C(O)/C=C/c1cccc(O)c1` = 106&99	98&96	96&101	101&97	101&104	112&96	97&100	99&97
